Dicer inh: inhibitors of Dicer pre-microRNA processing, primary screen, biochemical, cat-ELCCA, chemiluminescence; hit rate 6% among 47,000; Endoribonuclease Dicer (Homo sapiens), Q9UPY3; z-score at 25 µM; cat-ELCCA pre-miR-21 Dicer processing; hits give high values; in the data active = z-score above about 3, passing the limit was not always enough;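 also: plate controls were vehicle for no effect and no enzyme for full effect; higher signal means more uncleaved substrate so more Dicer inhibition; strong numbers were not always called active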
Target sequence (Q9UPY3 whole entry, looked up): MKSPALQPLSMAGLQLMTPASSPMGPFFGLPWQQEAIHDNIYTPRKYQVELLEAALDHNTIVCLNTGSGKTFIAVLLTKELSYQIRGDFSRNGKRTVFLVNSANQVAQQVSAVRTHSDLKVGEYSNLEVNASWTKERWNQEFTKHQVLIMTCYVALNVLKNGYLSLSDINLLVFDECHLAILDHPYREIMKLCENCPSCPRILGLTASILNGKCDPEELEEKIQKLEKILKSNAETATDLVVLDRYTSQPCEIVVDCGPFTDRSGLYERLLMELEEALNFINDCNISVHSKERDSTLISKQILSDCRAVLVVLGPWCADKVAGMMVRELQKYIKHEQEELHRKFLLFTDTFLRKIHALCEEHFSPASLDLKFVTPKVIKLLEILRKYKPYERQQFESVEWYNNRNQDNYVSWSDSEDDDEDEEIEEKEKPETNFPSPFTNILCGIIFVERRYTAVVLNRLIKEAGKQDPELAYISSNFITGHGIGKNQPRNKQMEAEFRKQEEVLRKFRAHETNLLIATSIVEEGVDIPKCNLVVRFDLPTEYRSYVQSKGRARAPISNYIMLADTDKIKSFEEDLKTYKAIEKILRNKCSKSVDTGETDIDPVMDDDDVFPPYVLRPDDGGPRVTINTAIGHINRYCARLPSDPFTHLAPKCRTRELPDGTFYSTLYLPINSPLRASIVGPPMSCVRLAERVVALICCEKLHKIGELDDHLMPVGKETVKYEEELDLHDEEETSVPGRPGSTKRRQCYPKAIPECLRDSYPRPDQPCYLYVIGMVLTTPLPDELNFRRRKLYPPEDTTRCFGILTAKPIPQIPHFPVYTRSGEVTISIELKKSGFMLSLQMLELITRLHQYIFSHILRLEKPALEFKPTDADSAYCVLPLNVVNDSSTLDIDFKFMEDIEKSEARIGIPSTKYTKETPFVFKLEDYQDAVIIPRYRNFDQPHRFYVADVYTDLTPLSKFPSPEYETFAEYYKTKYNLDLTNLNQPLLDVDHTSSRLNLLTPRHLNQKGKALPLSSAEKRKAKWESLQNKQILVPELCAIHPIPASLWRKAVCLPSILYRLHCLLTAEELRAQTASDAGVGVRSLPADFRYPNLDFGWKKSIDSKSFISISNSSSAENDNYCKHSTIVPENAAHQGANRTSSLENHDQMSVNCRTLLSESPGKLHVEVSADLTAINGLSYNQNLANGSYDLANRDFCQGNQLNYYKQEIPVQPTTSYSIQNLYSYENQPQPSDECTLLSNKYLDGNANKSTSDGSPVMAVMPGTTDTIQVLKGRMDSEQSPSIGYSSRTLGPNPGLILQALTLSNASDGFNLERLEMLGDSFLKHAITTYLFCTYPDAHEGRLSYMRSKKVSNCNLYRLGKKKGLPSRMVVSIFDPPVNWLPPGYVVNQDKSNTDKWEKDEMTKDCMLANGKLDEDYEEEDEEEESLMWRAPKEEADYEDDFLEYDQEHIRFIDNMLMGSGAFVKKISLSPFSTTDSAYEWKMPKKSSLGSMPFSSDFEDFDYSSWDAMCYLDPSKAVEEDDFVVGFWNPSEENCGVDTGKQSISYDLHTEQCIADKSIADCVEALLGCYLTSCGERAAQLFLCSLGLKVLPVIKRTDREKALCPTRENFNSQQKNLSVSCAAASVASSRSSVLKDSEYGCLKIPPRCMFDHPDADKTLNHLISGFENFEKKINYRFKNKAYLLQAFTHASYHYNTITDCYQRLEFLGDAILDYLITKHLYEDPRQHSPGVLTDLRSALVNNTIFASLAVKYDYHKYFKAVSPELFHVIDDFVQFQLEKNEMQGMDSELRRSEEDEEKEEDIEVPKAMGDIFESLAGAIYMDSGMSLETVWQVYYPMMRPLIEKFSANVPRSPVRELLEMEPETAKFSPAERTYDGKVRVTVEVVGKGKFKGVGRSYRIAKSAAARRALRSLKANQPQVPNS
* hit, by the source's call. Some of the compounds tested; the hit share may differ from the screen's.

Results for N#CSCC(=O)n1c2ccccc2c2ccccc21 ?
Dicer inh: 1.4

How did CNC(=S)N1CCc2sccc2C1C (configuration not stated) do in these assays?
Dicer inh: 0.16

What do the screens show for `CN(C)S(=O)(=O)n1nc(/C=C/c2ccccc2Cl)nc1-c1ccccc1O`?
Dicer inh: 8.1*

What do the screens show for `O=S(=O)(Cc1cccc(Cl)c1)c1cccs1`?
Dicer inh: -0.67

What do the screens show for `CC1CCCCN1C(=O)c1cc2n(n1)C(C(F)(F)F)CC(c1ccco1)N2` (configuration not stated)?
Dicer inh: -1.1

How did CCSc1nnc2c(n1)OC(c1ccc(C(=O)O)cc1)N(C(C)=O)c1ccccc1-2 (configuration not stated) do in these assays?
Dicer inh: -1.1

What do the screens show for `c1coc(CNc2nc3ccccc3n2CCN2CCOCC2)c1`?
Dicer inh: 5.1*

How did Cc1ccc(-c2nc3cc(Cl)ccc3o2)cc1NC(=O)c1ccc([N+](=O)[O-])o1 do in these assays?
Dicer inh: 0.65

How did CC1=N/C(=C/c2ccc(C)c(C)c2)C(=O)O1 do in these assays?
Dicer inh: -0.91

Results for COCCOC(=O)C1=C(C)NC2=C(C(=O)CCC2)C1c1cc(Br)c(O)c(OC)c1 (configuration not stated) ?
Dicer inh: -0.65

What do the screens show for `Cc1ccc2c(c1)oc(=O)n2CC(=O)c1ccccc1`?
Dicer inh: -1.8

Results for S=C(NCCc1ccccc1)Nc1cccnc1 ?
Dicer inh: 1.6

Structural class: those above containing two or more sulfur atoms
How did CNC(=S)N1CCc2sccc2C1C (configuration not stated) do in these assays?
Dicer inh: 0.16

What do the screens show for `O=S(=O)(Cc1cccc(Cl)c1)c1cccs1`?
Dicer inh: -0.67

New compounds follow
How did CCCN(CC#Cc1ccccc1)CCC do in these assays?
Dicer inh: -1.9

How did O=C(c1cccs1)c1cn(CC(=O)N2CCOCC2)c2ccccc12 do in these assays?
Dicer inh: 0.7

How did O=S1(=O)CC(N2CCOCC2)c2ccccc21 (configuration not stated) do in these assays?
Dicer inh: 0.39

How did CCC1CCCCN1S(=O)(=O)c1ccc(NC2=NS(=O)(=O)c3ccccc32)cc1 (configuration not stated) do in these assays?
Dicer inh: -1.2

What do the screens show for `COC(=O)c1cc(NC(=O)c2nc3ncccn3n2)cc(C(=O)OC)c1`?
Dicer inh: -1.5

How did COc1cc(C(F)(F)F)c(C(=O)NCc2cc(Cl)ccc2Cl)cn1 do in these assays?
Dicer inh: -1.1

What do the screens show for `Cc1ccc(Cn2nc3n(c2=O)-c2ccccc2OC3)cc1`?
Dicer inh: -1.6

How did CCn1c(CNc2nc3ccccc3n2C(C)C)nc2ccccc21 do in these assays?
Dicer inh: 0.12

What do the screens show for `CN1c2ccccc2C(C)(C)C12C=Cc1cc(Br)cc([N+](=O)[O-])c1O2` (configuration not stated)?
Dicer inh: 0.15

Results for Cc1ccc(C(=O)/C=C2\SC(=O)C(=O)N2c2ccccc2)cc1 ?
Dicer inh: 0.66

What do the screens show for `O=[N+]([O-])c1ccsc1Sc1ccc(Cl)cc1`?
Dicer inh: -1.3

What do the screens show for `CSc1nsc(SCC(=O)Nc2nc(-c3ccccc3)cs2)n1`?
Dicer inh: -1.9

How did CC(C)(C)c1cs/c(=N/c2ccccn2)n1-c1ccc(Cl)cc1 do in these assays?
Dicer inh: 0.43

How did Cc1cccc(NC2CS(=O)(=O)CC2O)c1 (configuration not stated) do in these assays?
Dicer inh: 1.5

Results for CN1C(=O)N(c2nnc(C(C)(C)C)s2)C(=O)C1c1ccccc1 (configuration not stated) ?
Dicer inh: -0.24

What do the screens show for `Cc1c(C)c(C)c(CSC(=N)c2ccc[nH]2)c(C)c1C`?
Dicer inh: -0.56

What do the screens show for `CCOC(=O)c1nn(-c2ccc(Cl)cc2Cl)cc(Sc2nc(C)c(C)c(C)c2C#N)c1=O`?
Dicer inh: 1.6

What do the screens show for `CCCc1cc(C(=O)OC)c(NC(=O)CCC(=O)O)s1`?
Dicer inh: 2

Results for COC(=O)c1cc(OC)c(OC)cc1NS(=O)(=O)c1ccc(F)c(F)c1 ?
Dicer inh: -0.58

Results for O=C1CN(S(=O)(=O)c2ccccc2)C(c2ccccc2)c2cc(Br)ccc2N1 (configuration not stated) ?
Dicer inh: 0.35

Results for COc1ccc(CCNc2ccc(C(F)(F)F)cc2[N+](=O)[O-])cc1OC ?
Dicer inh: -0.27

Results for S=c1[nH]nc(-c2cccnc2)n1-c1cccc(Cl)c1 ?
Dicer inh: 0.11

How did CC1CCCN(S(=O)(=O)c2cccc(-c3cn4cc(Cl)ccc4n3)c2)C1 (configuration not stated) do in these assays?
Dicer inh: -1.9

How did COc1cc(C2Nc3c(C)cccc3-c3cc(C)nn32)ccc1O (configuration not stated) do in these assays?
Dicer inh: 0.04

How did CC(C)(C)c1ccc(Oc2ccc(NC(=O)Nc3csc4ccccc34)cn2)cc1 do in these assays?
Dicer inh: -1.4

How did C\C(=N/N=C(\N=C\N(C)C)SCc1cc(F)cc2c1OCOC2)c1ccc(C)nc1 do in these assays?
Dicer inh: -0.27

How did COc1nc(C)nc(N/C=C2\C(=O)c3ccccc3N(C)S2(=O)=O)n1 do in these assays?
Dicer inh: -1.9

Results for COc1cccc(Cl)c1-c1nc(N)nc(N)n1 ?
Dicer inh: -0.22

Results for OCCCc1nc2ccccc2n1CCCCOc1ccc(Cl)cc1 ?
Dicer inh: 6.1*

How did C=CCOc1cccc(C2c3c(oc4ccccc4c3=O)C(=O)N2c2nnc(C)s2)c1 (configuration not stated) do in these assays?
Dicer inh: -2

How did O=C(N=S1CCN(S(=O)(=O)c2ccc(Cl)cc2)CC1)c1ccc(Cl)cc1 do in these assays?
Dicer inh: -0.65

Results for Cc1cc(C)c2c(N)c(C#N)sc2n1 ?
Dicer inh: -1.3

What do the screens show for `CN(C)CCCNC(=O)Cn1cnc2c1c(=O)n(C)c(=O)n2C`?
Dicer inh: 1.5

What do the screens show for `CCC(=O)N1CCn2c1nc1ccccc12`?
Dicer inh: 1.1

Results for CCOc1cc(C2C(C(=O)OCCSCC)=C(C)NC3=C2C(=O)CC(C)(C)C3)cc(Cl)c1O (configuration not stated) ?
Dicer inh: 0.42

Results for CCOC(=O)CN(C(=O)COc1nc(-c2ccccc2)cc(C)c1C#N)c1ccc(F)cc1 ?
Dicer inh: 1.4

How did CCc1nc(SCC(=O)c2ccc(F)cc2)n[nH]1 do in these assays?
Dicer inh: 3.2

Results for CCCCCOc1ccc(C2C(C(=O)OC)=C(C)N=C3SCCC(=O)N32)cc1OC (configuration not stated) ?
Dicer inh: 0.59

Results for CC(=O)NNC(=S)Nc1cccc(F)c1 ?
Dicer inh: -1.2

How did O=C(CSc1ncnc2sc3c(c12)CCCC3)NCc1ccco1 do in these assays?
Dicer inh: 0.55

What do the screens show for `Brc1ccc(-c2ccc(/C=C/c3nc4ccccc4o3)o2)cc1`?
Dicer inh: 8.2*

How did CC(=O)N(c1ccc(NS(=O)(=O)c2c(C)noc2C)cn1)S(=O)(=O)c1c(C)noc1C do in these assays?
Dicer inh: 0.04

How did CC1(C)CC(=O)C2=C(C1)N=C1c3ccccc3C(=O)C1C2c1cc(Br)ccc1O (configuration not stated) do in these assays?
Dicer inh: 0.54

Results for CS(=O)(=O)N(CC(=O)N1CCc2ccccc2C1)c1cccc2ccccc12 ?
Dicer inh: 1.7

How did C[C@](Cc1ccc(O)c(O)c1)(NN)C(=O)O do in these assays?
Dicer inh: -0.05

Results for COC(=O)C12CCCC(C(N)=O)(CCC1)C2 ?
Dicer inh: 0.95

Results for N#CC(=C1SCCCS1)S(=O)(=O)c1cccs1 ?
Dicer inh: 0.13

How did CCc1ccc(C(=O)/C=C/Sc2nc3ccc(C)cc3[nH]2)cc1 do in these assays?
Dicer inh: 0.92

Reprinted from the part before: two entries, then new ones.
Results for N#CC(=C1SCCCS1)S(=O)(=O)c1cccs1 ?
Dicer inh: 0.13

How did CCc1ccc(C(=O)/C=C/Sc2nc3ccc(C)cc3[nH]2)cc1 do in these assays?
Dicer inh: 0.92

What do the screens show for `c1ccc(CN2CCC(c3cccs3)=N2)cc1`?
Dicer inh: 0.55

How did O=C(CSc1nnc2sc3ccccc3n12)Nc1nc2c(s1)CCCC2 do in these assays?
Dicer inh: 2.8

How did Cc1ccccc1OCC(O)Cn1cnc2ccccc21 (configuration not stated) do in these assays?
Dicer inh: 2

How did O=C(O)CC1(CC(=O)N2CCC(n3cccc3)CC2)CCCC1 do in these assays?
Dicer inh: -0.64

Results for CCSc1nc(-c2ccccc2)cc(=O)[nH]1 ?
Dicer inh: 2.7

Results for COC(=O)C1=NN(c2ccc(C)cc2)C2C(=O)N(c3ccc(Br)cc3)C(=O)C12 (configuration not stated) ?
Dicer inh: 0.57

How did CC1(C)CC(=O)C2=C(C1)Nc1[nH]c(=O)[nH]c(=O)c1C2c1cccnc1 (configuration not stated) do in these assays?
Dicer inh: -0.24

What do the screens show for `Cc1nn(-c2ccccc2)cc1/C=N/n1c(SCC(=O)c2ccccc2)nnc1-c1ccncc1`?
Dicer inh: -1.1

Results for c1ccc2sc(SCCCCSc3nc4ccccc4s3)nc2c1 ?
Dicer inh: -1.4

Results for O=C(Nc1cccc(F)c1)N1CCN(c2ncccn2)CC1 ?
Dicer inh: 1.8

Results for O=C(O)c1cc(-c2cccc(Br)c2)nc2cc(C(F)(F)F)cc(C(F)(F)F)c12 ?
Dicer inh: -2

Results for CC(C)(C)C(=O)Nc1c(Cl)cccc1OC(F)(F)F ?
Dicer inh: 0.41

Results for FC(F)(F)c1ccnc(NCc2ccc3c(c2)OCO3)n1 ?
Dicer inh: -1.3

Results for O=C(CN1CCN(CCCc2c[nH]c3ccc(F)cc23)CC1)c1ccc(F)cc1 ?
Dicer inh: 0.38

What do the screens show for `N#CCS(=O)(=O)c1ccc(C(F)(F)F)cn1`?
Dicer inh: -0.44

What do the screens show for `O=c1[nH]c(-c2ccccc2)nc2c1oc1ccccc12`?
Dicer inh: 0.94

What do the screens show for `O=C1CCCC2=C1C(c1ccco1)Nc1ccc(C(=O)c3ccccc3)cc1N2` (configuration not stated)?
Dicer inh: 0.49

What do the screens show for `COc1ccc(S(=O)(=O)N2CCCN(S(=O)(=O)c3ccc(OC)cc3C)CC2)c(C)c1`?
Dicer inh: 3*

How did N#C/C(C(N)=O)=C1/SC=C(c2ccccc2)N1Cc1ccccc1 do in these assays?
Dicer inh: 0.82

Results for CC1=Nc2cc(Cl)c(Cl)cc2NC(C)(C)C1 ?
Dicer inh: 7.2*

What do the screens show for `Cc1cc(=O)[nH]c2c1c(C)nn2C1CCCC1`?
Dicer inh: -0.19

What do the screens show for `COC(=O)C1=C(C)N=C2SCCC(=O)N2C1c1ccccc1Cl` (configuration not stated)?
Dicer inh: 2

Results for COc1ccc(/C(O)=C2\C(=O)C(=O)N(CCN3CCOCC3)C2c2ccc(F)cc2)cc1 (configuration not stated) ?
Dicer inh: 3.2*

What do the screens show for `CCCCCNc1nc(CC)c2c(c1C#N)CC(C)(C)OC2`?
Dicer inh: -0.44

How did COc1ccc(N2CCN(S(=O)(=O)c3ccc(Cl)cc3)CC2)cc1 do in these assays?
Dicer inh: 0.4

What do the screens show for `O=C(O)c1ccc2nc3ccsc3c(=O)n2c1`?
Dicer inh: -0.49

What do the screens show for `C=CCOc1ccc(C2c3c(oc4ccccc4c3=O)C(=O)N2c2ccc(C)cn2)cc1OCC` (configuration not stated)?
Dicer inh: 2.3

Results for COc1cc(C)nc(N(C#N)C(C)C)n1 ?
Dicer inh: -1.6

What do the screens show for `CC(=O)c1ccc(Br)s1`?
Dicer inh: -0.92

How did Cc1ccc(NC(=O)N(CCC#N)Cc2ccccc2)cc1 do in these assays?
Dicer inh: -1.3

Results for C/C(=N\NS(=O)(=O)c1ccc(C)cc1)c1ccc(OC(=O)c2ccc(Br)o2)cc1 ?
Dicer inh: -1.7

What do the screens show for `COc1cc(N)c(Cl)cc1C(=O)OCCN1CCCCC1`?
Dicer inh: -0.67

What do the screens show for `OC(COC1=NCNc2cc(Cl)ccc21)c1ccc2c(c1)OCCO2` (configuration not stated)?
Dicer inh: -1.5

Results for CC1(C)CCC(C)(C)NC(SCC(=O)c2ccc(Cl)cc2)=N1 ?
Dicer inh: -1.4

How did COc1ccc(C)cc1NC(c1cccnc1)c1ccc2cccnc2c1O (configuration not stated) do in these assays?
Dicer inh: 2.3

How did O=C1C=C(c2ccccc2)OC(c2ccc([N+](=O)[O-])cc2)O1 (configuration not stated) do in these assays?
Dicer inh: -0.29

Of the compounds above, 9 have bromine:
Results for COCCOC(=O)C1=C(C)NC2=C(C(=O)CCC2)C1c1cc(Br)c(O)c(OC)c1 (configuration not stated) ?
Dicer inh: -0.65

What do the screens show for `CN1c2ccccc2C(C)(C)C12C=Cc1cc(Br)cc([N+](=O)[O-])c1O2` (configuration not stated)?
Dicer inh: 0.15

Results for O=C1CN(S(=O)(=O)c2ccccc2)C(c2ccccc2)c2cc(Br)ccc2N1 (configuration not stated) ?
Dicer inh: 0.35

What do the screens show for `Brc1ccc(-c2ccc(/C=C/c3nc4ccccc4o3)o2)cc1`?
Dicer inh: 8.2*

How did CC1(C)CC(=O)C2=C(C1)N=C1c3ccccc3C(=O)C1C2c1cc(Br)ccc1O (configuration not stated) do in these assays?
Dicer inh: 0.54

Results for COC(=O)C1=NN(c2ccc(C)cc2)C2C(=O)N(c3ccc(Br)cc3)C(=O)C12 (configuration not stated) ?
Dicer inh: 0.57

Results for O=C(O)c1cc(-c2cccc(Br)c2)nc2cc(C(F)(F)F)cc(C(F)(F)F)c12 ?
Dicer inh: -2

What do the screens show for `CC(=O)c1ccc(Br)s1`?
Dicer inh: -0.92

Results for C/C(=N\NS(=O)(=O)c1ccc(C)cc1)c1ccc(OC(=O)c2ccc(Br)o2)cc1 ?
Dicer inh: -1.7

New compounds follow.
Results for OCc1ccccc1-c1ccccc1CO ?
Dicer inh: 0.04

How did Cc1ccc2c(c1)C(=O)C(=O)N2CCOc1ccc(Br)cc1 do in these assays?
Dicer inh: 0.93

Results for CSC1=C(C#N)C(c2ccc(Cl)cc2)C2=C(CCCC2=O)N1 (configuration not stated) ?
Dicer inh: 2.2

How did CCOC(=O)NNC(=S)Nc1cccc(C(F)(F)F)c1 do in these assays?
Dicer inh: -0.65

Assay outcomes as filed in PubChem BioAssay.
